LDHA block = blocks human lactate dehydrogenase A; actives 0.15% (n = 480,000); AID 1347041; purified LDHA, NADH/diaphorase-resazurin fluorescence; active compounds read low; P00338; activity change, % (values are at about 110 or 230 µM); in the data active means activity change below about -30%; inconclusive means mostly about -25% to -30%;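 further: plate controls were DMSO wells for no effect and wells without enzyme for full effect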
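Resorufin fluorescence (ex540/em590), read at 0 and 20 min after diaphorase/resazurin addition, reports the NADH left after a 5 min room-temperature reaction of 2 nM human LDH5 with 0.06 mM NADH and 0.2 mM pyruvate.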
Glioma ERSR ind = inducers of ER stress response in human glioma cells | Potency, µM, inactives show at the top dose activation, most hits filed as activators | AID 602332 | actives 0.02% (n = 420,000) | U87-MG GRP78 promoter luciferase reporter, 16 h; further: potency means the concentration at half of the fitted maximal effect; series mostly up to about 76 µM; % of control where 0% means no effect; nearly all actives have a fitted effect of over 35% in size
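ERSR induction read as luciferase luminescence (Bright-Glo, 10 min at room temperature) in stably transfected human U87-MG glioma cells exposed to compounds for 16 h, using GRP78 as sensor.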
Pol beta inh = DNA polymerase beta (human) inhibition; P06746; Pol beta primer extension/strand displacement, fluorescence kinetic; Potency, µM (highest dose often 114 µM), inactives show at the highest dose activity change, negative = inhibition, hits mostly inhibitors; actives 1.3% (n = 340,000); further: potency means the concentration at half of the fitted maximal effect; on the % scale 0 is the no-effect control and ±100 the full control effect
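Preincubation: enzyme (10 nM) with compound, 15 min, RT. Reaction: substrate added to 50 nM final. Reads: 0 and 10 min. Analysis: normalized, Hill fit.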
Pol eta inh = DNA polymerase eta (human) inhibition | Q9Y253 | recombinant Pol eta, fluorescent DNA replication assay | Potency, µM (doses to about 114 µM), for inactives: at the highest dose activity change, negative = inhibition, actives largely listed as inhibitors | actives 1.2% (n = 390,000) | AID 588591; further: potency means the concentration at half of the fitted maximal effect; on the % scale 0 is the no-effect control and ±100 the full control effect
Target sequence (Q9Y253 whole entry, looked up): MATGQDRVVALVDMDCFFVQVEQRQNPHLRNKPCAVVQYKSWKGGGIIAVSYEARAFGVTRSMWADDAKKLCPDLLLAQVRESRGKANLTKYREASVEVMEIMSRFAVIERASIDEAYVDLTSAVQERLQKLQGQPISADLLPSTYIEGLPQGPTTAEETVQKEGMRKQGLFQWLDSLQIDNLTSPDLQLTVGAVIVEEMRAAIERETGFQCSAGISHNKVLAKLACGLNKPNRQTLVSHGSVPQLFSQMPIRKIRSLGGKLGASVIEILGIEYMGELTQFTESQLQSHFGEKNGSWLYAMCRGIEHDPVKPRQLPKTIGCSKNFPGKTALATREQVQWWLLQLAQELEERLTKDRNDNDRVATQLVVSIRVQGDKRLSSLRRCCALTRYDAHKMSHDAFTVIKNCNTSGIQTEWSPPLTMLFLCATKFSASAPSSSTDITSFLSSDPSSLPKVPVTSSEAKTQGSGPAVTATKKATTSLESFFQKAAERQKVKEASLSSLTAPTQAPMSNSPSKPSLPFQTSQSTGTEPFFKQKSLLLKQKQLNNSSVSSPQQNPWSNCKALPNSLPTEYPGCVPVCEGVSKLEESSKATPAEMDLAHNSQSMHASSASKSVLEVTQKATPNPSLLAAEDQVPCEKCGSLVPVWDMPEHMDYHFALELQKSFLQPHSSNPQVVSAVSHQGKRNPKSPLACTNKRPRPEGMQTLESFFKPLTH
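Fluorescent replication assay: 50 nM final substrate added after a 15 min room-temperature compound preincubation with 10 nM enzyme. Signal taken at 0 min and again at 10 min.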
Pol kappa inh = inhibitors of human DNA polymerase kappa; Q9UBT6; purified Pol kappa, fluorescent DNA synthesis assay, 10 min; Potency, µM (top dose mostly 107 µM), inactives show at the top dose activity, negative = inhibition, actives largely listed as inhibitors; actives 0.53% (n = 400,000); AID 588579; further: potency means the concentration at half of the fitted maximal effect; on the % scale 0 is the no-effect control and ±100 the full control effect
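10 nM Pol kappa preincubated 15 min at room temperature with compounds, then reaction started with substrate at 50 nM final. Fluorescence read kinetically at 0 and 10 min; buffer-only wells served as negative control.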
BLM inh = Bloom syndrome helicase (human) inhibition; recombinant BLM DNA unwinding, fluorescence dequenching; Potency, µM (doses to about 56.1 µM), without a hit: at the highest dose activity change, negative = inhibition, hits mostly inhibitors; actives 0.2% (n = 350,000); AID 2528;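 further: potency means the concentration at half of the fitted maximal effect; plate controls were vehicle for no effect and no enzyme for full effect; nearly all actives have a fitted effect of over 35% in size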
Pol iota inh = DNA polymerase iota (human) inhibition | Q9UNA4 | Pol iota fluorescent replication assay, 10 min | Potency, µM (doses to about 115 µM), for the others: top-dose activity, negative = inhibition, hits mostly inhibitors | actives 1% (n = 390,000) | AID 588590; further: potency means the concentration at half of the fitted maximal effect
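Pol iota at 10 nM preincubated 15 min with compounds at room temperature; reaction started with fluorescent substrate, 50 nM final. Fluorescence read kinetically at 0 and 10 min; buffer-only wells as negative control.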
APE1 inh = blocks human APE1 abasic DNA cleavage | P27695 | recombinant APE1, TAMRA/BHQ-2 abasic DNA cleavage fluorescence | Potency, µM (highest dose often 65.8 µM), inactives show at the highest dose activity change, negative = inhibition, hits mostly inhibitors | actives 0.35% (n = 350,000) | AID 2517;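 further: potency means the concentration at half of the fitted maximal effect; plate controls were vehicle for no effect and reference inhibitor for full effect; nearly all actives have a fitted effect of over 55% in size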
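Activity was derived from the fluorescence gain between first and third kinetic reads (60 s intervals, ex 525/em 598 nm) after 50 nM THF-abasic TAMRA/BHQ-2 duplex was added to 0.75 nM APE1 preincubated 15 min with compound.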
Apoferritin bind = binds horse apoferritin like a general anesthetic. P02791. apoferritin/1-aminoanthracene competitive binding, fluorescence. Potency, µM (highest dose often 77.5 µM), inactives show top-dose activity change, negative = displacement, usual class: inhibitors. actives 0.074% (n = 350,000). AID 485281; further: potency means the concentration at half of the fitted maximal effect; on the % scale 0 is the no-effect control and ±100 the full control effect; nearly all actives have a fitted effect of over 20% in size
Target sequence (P02791 2-175 limits assumed): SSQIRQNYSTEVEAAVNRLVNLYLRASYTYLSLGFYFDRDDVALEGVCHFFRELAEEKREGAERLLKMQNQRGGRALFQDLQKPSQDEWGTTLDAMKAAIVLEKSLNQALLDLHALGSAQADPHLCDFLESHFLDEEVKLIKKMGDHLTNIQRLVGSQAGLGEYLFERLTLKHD
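Read-out: endpoint 1-AMA fluorescence, excitation 380 nm and emission 535 nm, after compounds sit 10 min at room temperature with 10 uM horse-spleen apoferritin in 50% saturated 1-AMA/PBS. Values come from four-parameter Hill fits.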
Numbers without * were called inactive; ? = inconclusive; . = no result given; & = joins results of further samples; [ ] = remark or other dose. Unless noted, the call rests on the fitted dose curve; in most records, active means well fitted curve in the direction sought with a large enough effect; inconclusive means small, poorly fitted or top-dose-only effect, or another doubt; inactive means no such curve, though single readings can be large; an effect the other way counts as inactive or inconclusive.

SMILES	LDHA block	Glioma ERSR ind	Pol beta inh	Pol eta inh	Pol kappa inh	BLM inh	Pol iota inh	APE1 inh	Apoferritin bind
CCCNC(=O)OC[C@@H]1O[C@H](CCO/N=C\C[C@H]2C=C[C@H](OC(C)=O)[C@@H](COC(C)=O)O2)C=C[C@@H]1Oc1ccc(OC)cc1	.	-5%	.	.	.	-2%[12.4 µM]	.	?	-14%[15.3 µM]
OC(C#CCCN1CCCCC1)(c1ccccc1)C1CCCCC1 (stereo unspecified)	-8	-2%	-22%	-4%	-11%	-1%	142%[activator]	1%	-5%
CC(C)C[C@H]1CN([C@@H](Cc2ccc(O)cc2)CN2CCC[C@@H]2CN2C(=O)C(=O)NC[C@@H]2Cc2ccccc2)C(=O)C(=O)N1CC1CCCCC1	-7	3%	.	-1%	-20%	.	-1%	.	.
COC(=O)c1ccc(NC(=O)Nc2ccc3c(c2)OCO3)cc1	1	?	18%	-23%	-8%	-4%	41%[activator]	26%	-1%
CCOc1ccc(C(=O)NC2CCN(S(=O)(=O)c3ccccc3)CC2)cc1	0	-8%	11%	4%	-14%	-5%	71%[activator]	0%	-2%
O=C(CCn1nc(-c2ccc(Cl)cc2)c2ccccc2c1=O)NCC1CCCO1 (stereo unspecified)	-7	-7%	10%	-13%	1%	2%	49%[activator]	0%	?
O=S1(=O)CCC(NC(=S)Nc2ccc3ccccc3c2)C1 (stereo unspecified)	-1	3%	1%	-4%	1%	-7%	38%[activator]	8%	2%
Cc1cc(C(=O)CSc2nnc(NCc3ccccc3)s2)c(C)n1C	-5	1%	0%	-10%	-6%	3%	-4%	-5%	?
O=C(Nc1nccs1)c1ccc(COc2ccccc2Cl)o1	-5	2%	0%	-16%	-11%	1%	150%[activator]	-7%	-18%
C/C(=N/NC(=O)c1sc(NS(=O)(=O)c2ccccc2)nc1C)c1ccc(F)cc1	-5	-2%	56%	-7%	-4%	-3%	-20%	5%	-9%
Cc1csc(NC(=O)CSc2nnc(C)n2Cc2ccco2)n1	-2	-1%	52%	-5%	-12%	2%	2%	-6%	-15%
COc1ccc(C2C(C(=O)N3CCCCC3)CCC(=O)N2c2cc(OC)c(OC)c(OC)c2)cc1 (stereo unspecified)	-3	-5%	36%	-15%	-5%	-12%	20%	13%	3%
CC(=O)NNc1nc(-c2ccccc2)cs1	-1	3%	1%	-13%	-8%	-4%	?	?	-9%
CC(CNC(=O)c1ccc2nc(Cc3ccccc3)oc2c1)c1ccccc1 (stereo unspecified)	4	-2%	-28%	-19%	-9%[60.1 µM]	-8%	38%[activator]	.	-7%
O=C(CN1C(=O)NC2(CCCC2)C1=O)Nc1cccc(Cl)c1	-6	0%	6%	-10%	8%	2%	17%	7%	2%
CN(C)c1ccc(-c2noc(C3CCN(S(=O)(=O)c4cccc(Cl)c4)CC3)n2)cc1	-1	-3%	-23%	-9%	-14%	-3%	19%	0%	2%
CCCCn1cc(S(=O)(=O)c2ccc(C)cc2)c(=O)c2cc(F)c(N3CCCCC3)cc21	-6	-2%	-3%	-11%	-8%	-4%	-5%	.	-7%
Cc1nn(CC(=O)N2CCN(Cc3ccccc3)CC2)c(=O)c2ccccc12	0	-3%	1%	-3%	-5%	1%	?	6%	?
COc1cc2c(cc1OC)CN(C(=S)Nc1ccccc1)CC2	0	0%	11%	-5%	-3%	0%	8%	0%	-3%
NC(=O)c1ccsc1NC(=O)COC(=O)CCOc1ccccc1	-2	-5%	?	-11%	-3%	-12%	55%[activator]	11%	6%
COc1ccc(Oc2ncc3nc(CCc4ccccc4)c(=O)n(C4CC4)c3n2)cc1	.	-1%	.	.	-9%[60.1 µM]	-2%	.	-2%	.
CCOC(=O)N/N=C(/c1ccccc1)C1CCCCC1	0	-1%	5%	-16%	0%	2%	13%	-1%	-12%
CC(C)N1CC(C(=O)Nc2ccc(S(=O)(=O)N3CCCCC3)cc2)CC1=O (stereo unspecified)	-1	-1%	12%	8%	-19%	-3%	16%	17%	-8%
CCOC(=O)CC(=O)CSc1nc2c(cc1C#N)CCCCCC2	10	0%	-3%	-11%	-2%	-3%	-7%	0%	3%
CCOC(=O)COc1ccc(S(=O)(=O)Nc2ccc3c(c2)OCO3)cc1	8	-9%	7%	-1%	-2%	-11%	?	?	-15%
O=C(CN1CCN(c2ncc(C(F)(F)F)cc2Cl)CC1)Nc1ccc2c(c1)OCO2	1	-2%	-10%	-22%	-10%	-13%	42%[activator]	-3%	-8%
O=C(CN(c1cc(Cl)ccc1Cl)S(=O)(=O)c1ccccc1)N1CCOCC1	-6	-3%	-1%	-17%	-11%	0%	9%	-7%	-11%
O=C(O)c1cccc(-n2cccc2/C=C2/NC(=O)N(Cc3ccccc3F)C2=O)c1	-5	9%	10µM*	20µM*	?	-6%	32µM*	13µM*	-6%
O=C1c2ccccc2NC(c2ccc(-c3cccs3)o2)N1O (stereo unspecified)	1	-4%	.	-18%	1%	.	40%[activator]	4%&28%	.
N/C(=N\OC(=O)COc1ccc(Br)cc1)c1cccc([N+](=O)[O-])c1	-13	-4%	16%	-1%	-12%	-9%	64%[activator]	-3%	14%
CCCn1c(C)cc(/C=C(\C#N)C(=O)OCC(=O)Nc2ccc(OC)c(Cl)c2)c1C	0	4%	-7%[57.1 µM]	?	1%	1%	7%	-11%	55%[activator]
Cc1nc(NC(=O)CSc2nc(N)cc(N)n2)sc1C	-1	-6%	0%	-13%	-8%	2%	42%[activator]	5%[12.4 µM]	-5%
Cc1cc2cc(C)c3nnc(SCc4ccccn4)n3c2cc1C	-2	-5%	-9%	-1%	-1%	-6%	11%	0%	2%
Cc1cc(=O)[nH]c(SCC(=O)Nc2ccc(S(=O)(=O)N3CCCCC3)cc2)n1	0	0%	2%	-7%	1%	-1%	-6%	-2%	-13%
O=C(NCCCN1CCOCC1)C1CCC(=O)N1C1CCCCC1 (stereo unspecified)	-11	1%	22%	0%	-6%	2%	9%	-4%	-11%
O=C(O)c1ccc(N/N=C/c2ccc(-c3ccc(Cl)cc3Cl)o2)cc1	-8	13%	?	?	1%	-6%	4%	-7%	-5%
CC(C)n1cnnc1SCC(=O)NNC(=O)COc1ccc(Cl)cc1	-3	-3%	.	-16%	-2%	.	35%[activator]	28%	.
CCC(C)(C(=O)NC1CCCCC1)N(Cc1ccco1)C(=O)c1ccc2c(c1)OCO2 (stereo unspecified)	9&-8	-4%	0%	-13%	-1%	0%	21%	0%	3%
CC(OC(=O)CN1C(=O)COc2ccccc21)C(=O)NCc1ccc(F)cc1 (stereo unspecified)	-5	-3%	5%	-11%	2%	0%	35%[activator]	69%[activator]	-1%
Cc1ccc2nc3c(cc(C(=O)NCc4cccnc4)c(=N)n3C(C)C)c(=O)n2c1	.	.	41%[activator]	.	.	3%	.	-4%	100%[activator]
COc1ccc(CCNC(=O)Cn2c(-c3ccc(F)cc3)cc(C(C)=O)c2C)cc1OC	-7	-3%	5%	-2%	-10%[60.1 µM]	-9%	-7%	.	-1%
CCc1ccc(N/C(SC)=C(/C#N)C(N)=O)cc1	0	11%	38%	-14%	-5%	-3%	?	-2%	-19%
CCOc1ccc(/C=C/C(=O)OCC(=O)c2ccccc2OC)cc1OC	-5	0%	.	-4%	-11%	.	40%[activator]	-9%	.
CC(C)Oc1ccc(C2CC(=O)NC2=O)cc1 (stereo unspecified)	-1	-7%	68%	-16%	3%	-4%	91%[activator]	5%	-9%
COc1ccc(C(=O)N(C)Cc2ccon2)cc1OC1CCN(C(C)C)CC1	-2	-1%	20%	-4%	-2%	-1%	10%	2%	-6%
c1ccc(-c2cnc(CN3CCN(c4ccccc4)CC3)o2)cc1	2	2%	14%	?	-13%	-6%	57%[activator]	39%	-5%
Nc1c(C(=O)NC2CCCCC2)nsc1C(=O)OCC(=O)NC1CCCCC1	-3	-4%	0%	-12%	0%	1%	5%	3%	-10%
O=S(=O)(NCc1cccc(C(F)(F)F)c1)NCc1ccccc1F	-4	-3%	-1%	-13%	4%	-2%	12%	-3%	-9%
Cc1ccc(OCC(=O)N(Cc2ccc(Cl)cc2)CC2CCCO2)cc1C (stereo unspecified)	-2	-4%	16%	-14%	1%	-9%	20%	.	3%
COc1ccc(-c2noc(COc3ccc4c(c3)OCO4)n2)cc1OC	1	-5%	-9%	-13%	3%	-7%	-13%	-2%	-12%

A run of entries from further up:
SMILES	LDHA block	Glioma ERSR ind	Pol beta inh	Pol eta inh	Pol kappa inh	BLM inh	Pol iota inh	APE1 inh	Apoferritin bind
NC(=O)c1ccsc1NC(=O)COC(=O)CCOc1ccccc1	-2	-5%	?	-11%	-3%	-12%	55%[activator]	11%	6%
COc1ccc(Oc2ncc3nc(CCc4ccccc4)c(=O)n(C4CC4)c3n2)cc1	.	-1%	.	.	-9%[60.1 µM]	-2%	.	-2%	.

Remaining list, next part:
SMILES	LDHA block	Glioma ERSR ind	Pol beta inh	Pol eta inh	Pol kappa inh	BLM inh	Pol iota inh	APE1 inh	Apoferritin bind
CC(Oc1ccc(Cl)cc1Cl)C(=O)NNC(=O)C(=O)N1CCCCC1 (stereo unspecified)	-5	-5%	6%	0%	-4%	4%	142%[activator]	10%	-5%
CCOC(=O)C(=CNc1nc(-c2ccccc2)c(C(=O)Nc2ccc(-c3ccccc3)cc2)s1)C(=O)OCC	-5	-4%	19%	?	-8%	1%	36%[activator]	-2%	-4%
CCOc1ccc(-n2cc(-c3ccccc3)c3c(N4CCN(c5ccccc5OC)CC4)ncnc32)cc1	-10	-2%	-2%	-15%	-13%[60.1 µM]	-5%	17%	.	-12%
CC1CCN(S(=O)(=O)c2ccc3[nH]c(=O)cc(C(=O)O)c3c2)CC1	-4	0%	7%	4%	0%	-4%	-10%[58.9 µM]	6%	-14%
Cc1ccc(C(=O)N[C@H](C(=O)OCC(=O)NC2CCS(=O)(=O)C2)C(C)C)cc1 (stereo partly specified)	-3	0%	22%	1%	-14%	-8%	27%	2%	-1%
CC(C)(C)OC(=O)C[C@H]1C/C=C\C[C@@H](CC(=O)N(CCO)Cc2ccccc2)C(=O)N[C@H](C(C)(C)C)COC1=O	1	-4%	.	-3%	0%	.	40%[activator]	-30%	.

Some of the compounds tested (hit frequency here may not be typical).
